ERG-DNA inh – blocks human ERG Ets domain binding to DNA; P11308; fluorescence polarization, His-ERG Ets domain / labelled DNA; Potency, µM (top dose mostly 76.9 µM), without a hit: top-dose FP activity, negative = inhibition, most hits filed as inhibitors; 370,000 tested, 0.028% active; AID 624246; active = well fitted inhibition curve with a large enough effect in the polarisation, with a control signal flat; inconclusive = small, poorly fitted or top-dose-only effect, or effect the other way, or a change in a side signal; inactive = no such curve, though single readings can be large or run the other way; the % refers to the polarisation;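 note: polarization taken with two DNA probes labelled with fluorescein and Texas red; potency is the fitted concentration of half-maximal effect; % of control where 0% means no effect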
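His-tagged ERG Ets domain (1 uM in the protein solution; 300mM KCl, 50mM Tris-HCl, 1mM EDTA, 1mM DTT, pH 7.5) received compound, then a probe mix of 5 nM fluorescein-DNA and 100nM Texas-615-DNA. Fluorescence polarization was read for both dyes.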
RGS4 inh – inhibitors of human regulator of G protein signaling 4 | Transcreener GDP fluorescence polarization, RGS4-accelerated GTP hydrolysis | AID 504845 | 390,000 tested, 0.039% active | Potency, µM (highest dose often 114 µM), without a hit: at the top dose activity change, negative = inhibition, hits mostly inhibitors | P49798; note: potency is the fitted concentration of half-maximal effect; % is set by controls: 0 for no effect and ±100 for the full control effect; nearly all actives have a fitted effect of over 75% in size; some results filed as inactive show a strong effect at the top dose
Target sequence (P49798 whole entry, looked up): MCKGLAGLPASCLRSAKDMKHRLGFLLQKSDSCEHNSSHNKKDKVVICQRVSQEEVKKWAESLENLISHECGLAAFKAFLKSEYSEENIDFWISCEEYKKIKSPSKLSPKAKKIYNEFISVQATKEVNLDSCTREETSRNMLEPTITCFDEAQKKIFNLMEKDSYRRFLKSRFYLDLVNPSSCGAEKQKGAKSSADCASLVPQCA
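MLSMR compounds (23 nl, pin-transferred) preincubated 10 min at room temperature with a 500nM (2x) first reagent, then RGS4 at 900nM (2x) plus Transcreener GDP mix added; fluorescence polarization (620/688 nm) read before and after 90 min at 30 °C.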
12-LOX inh – blocks human arachidonate 12S-lipoxygenase | purified 12hLO, xylenol orange hydroperoxide absorbance | Potency, µM (series often up to 108 µM), without a hit: at the top dose activity change, negative = inhibition, actives largely listed as inhibitors | P18054 | 580,000 tested, 1.1% active; note: potency is the fitted concentration of half-maximal effect; % is set by controls: 0 for no effect and ±100 for the full control effect
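Hydroperoxide product was detected by ferrous iron/xylenol orange as the 573 to 405 nm absorbance ratio. Arachidonic acid at 40 uM (final) was turned over for 30 min at room temperature by 150 nM human 12hLO, pH 7.0 Hepes buffer, after 15 min compound preincubation.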
Vif-A3F inh – inhibitors of Vif-A3F interaction | HeLa A3F-eYFP + Vif (tagged APOBEC3F with the HIV-1 protein that degrades it), YFP fluorescence increase | Potency, µM (titrated, usually from 46.1 µM), for inactives: at the top dose activity, negative = active | AID 602313 | 390,000 tested, 0.2% active; note: potency is the fitted concentration of half-maximal effect; % of control where 0% means no effect; nearly all actives have a fitted effect of over 65% in size
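HeLa cells stably expressing A3F-eYFP plus Vif, plated and incubated overnight at 37 deg C, then exposed to compounds overnight at 37 deg C. Blocked degradation read as raised yellow fluorescence (Ex 488/Em 500-530).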
Glioma ERSR ind – inducers of ER stress response in human glioma cells; U87-MG GRP78 promoter luciferase reporter, 16 h; Potency, µM, without a hit: top-dose activation, hits mostly activators; 420,000 tested, 0.02% active; note: potency is the fitted concentration of half-maximal effect; series mostly up to about 76 µM; % of control where 0% means no effect; nearly all actives have a fitted effect of over 35% in size
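ERSR induction read as luciferase luminescence (Bright-Glo, 10 min at room temperature) in stably transfected human U87-MG glioma cells exposed to compounds for 16 h, using GRP78 as sensor.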
LDHA inh – LDHA (human) enzyme inhibition; P00338; purified LDHA, NADH/diaphorase-resazurin fluorescence; active compounds read low; activity change, % (values are at about 110 or 230 µM); 480,000 tested, 0.15% active; in the data active = activity change below about -30%; inconclusive = mostly about -25% to -30%;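 note: plate controls were DMSO wells for no effect and wells without enzyme for full effect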
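Enzyme activity of human lactate dehydrogenase 5 (2 nM; 0.06 mM NADH, 0.2 mM pyruvate, 5 min, RT) is measured via a resazurin/diaphorase fluorescence readout of residual NADH.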
Vif-A3G inh – blocks the Vif interaction with human APOBEC3G. HeLa A3G-eYFP + Vif (tagged APOBEC3G with the HIV-1 protein that degrades it), YFP fluorescence, overnight. Potency, µM (highest dose often 46.1 µM), for the others: top-dose activity, negative = active, actives largely listed as inhibitors. 410,000 tested, 0.076% active;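 note: potency is the fitted concentration of half-maximal effect; % is set by controls: 0 for no effect and ±100 for the full control effect; nearly all actives have a fitted effect of over 60% in size; hits raise eYFP signal because A3G escapes Vif-driven loss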
Target sequence (Q9HC16 whole entry, looked up): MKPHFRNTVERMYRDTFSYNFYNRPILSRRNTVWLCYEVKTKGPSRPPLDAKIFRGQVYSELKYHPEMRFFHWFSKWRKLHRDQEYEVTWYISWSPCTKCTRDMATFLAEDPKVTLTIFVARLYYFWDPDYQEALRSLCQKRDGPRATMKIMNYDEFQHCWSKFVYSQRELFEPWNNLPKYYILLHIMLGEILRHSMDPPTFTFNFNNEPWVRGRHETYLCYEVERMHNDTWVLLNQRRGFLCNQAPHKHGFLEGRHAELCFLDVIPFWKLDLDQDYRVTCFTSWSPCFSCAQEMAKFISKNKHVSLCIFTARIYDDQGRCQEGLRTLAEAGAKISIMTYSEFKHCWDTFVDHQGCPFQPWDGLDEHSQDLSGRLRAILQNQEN
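Read-out is eYFP fluorescence (Ex 488/Em 500-530) from Vif-expressing HeLa A3G-eYFP cells; more signal means A3G escaped Vif-mediated degradation. Cells plated overnight, compound pinned in, incubated overnight at 37 deg C.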
D2 antagonist – antagonizes the human D2 dopamine receptor. 340,000 tested, 2% active. inhibition, % at 10 µM. HEK293 TREx D2 cells, calcium flux, dopamine EC80; in the data active = inhibition above about 30%; note: 0% is about no effect
Target sequence (P14416 whole entry, looked up): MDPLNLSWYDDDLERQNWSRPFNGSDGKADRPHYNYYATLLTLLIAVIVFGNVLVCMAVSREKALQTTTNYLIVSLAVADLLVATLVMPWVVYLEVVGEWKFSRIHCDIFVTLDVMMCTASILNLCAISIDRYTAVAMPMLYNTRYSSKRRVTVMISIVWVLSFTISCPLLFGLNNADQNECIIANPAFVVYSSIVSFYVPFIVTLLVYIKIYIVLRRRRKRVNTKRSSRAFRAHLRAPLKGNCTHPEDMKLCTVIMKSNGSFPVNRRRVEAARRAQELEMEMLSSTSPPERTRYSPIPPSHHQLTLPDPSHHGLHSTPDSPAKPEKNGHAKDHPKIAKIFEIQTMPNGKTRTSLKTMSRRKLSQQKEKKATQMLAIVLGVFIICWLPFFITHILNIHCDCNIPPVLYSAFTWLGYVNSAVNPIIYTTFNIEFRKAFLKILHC
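Compounds are added to dye-loaded, induced HEK293 T-REx cells coupled to calcium release via D2; after a 3 min kinetic read an EC80 dopamine stimulus is given and fluorescence is recorded for 3 more min.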
D2 ag – activates the human D2 dopamine receptor | activation, % at 2 µM | HEK293 T-REx D2 cells, calcium flux agonist mode | P14416 | AID 485358 | 340,000 tested, 0.53% active;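 active = activation over 3 SD above normal in the single-dose calcium agonist read, cut at about 30% in these data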; note: 0% is about no effect
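Agonism is scored from calcium flux in a force-coupled, inducible HEK293 cell line expressing D2, read kinetically for 180 s after compound addition against dopamine controls.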
Starred values were filed as active, the others as inactive; ? = inconclusive; / = not tested or not shown; & = joins results of further samples; [ ] = dose if it differs, or a comment. Unless noted, calls come from the whole dose curve; as a rule, active = well fitted curve in the direction sought with a large enough effect; inconclusive = small, poorly fitted or top-dose-only effect, or another doubt; inactive = no such curve, though single readings can be large; an effect the other way counts as inactive or inconclusive. Only part of the results is shown. The share of hits here may be higher or lower than overall.

molecule,RGS4 inh,Glioma ERSR ind,Vif-A3G inh,ERG-DNA inh,D2 antagonist,12-LOX inh,D2 ag,LDHA inh,Vif-A3F inh
Cc1ccc(-c2ocnc2C(=O)Nc2ccccc2C(=O)N2CCCC2)cc1,7%,0%,1%,-1%,57*,5%,-0.6,-8,-12%
CCOC(=O)c1ccccc1NC(=O)N1CCc2c(sc(C)c2CC)C1c1ccccc1 (stereo not drawn),-10%,-3%,-2%,-4%,/,-9%,-2.9,4,1%
O=C(NC1CCCCCC1)C1CCN(S(=O)(=O)c2cccc3cccnc23)CC1,4%,2%,1%,3%,-1,12%,-0.9,1,0%
Clc1ccc(Cc2ccccc2)nn1,-20%,-4%,0%,1%,3,0%,0.7,-7,-1%
CC(Cc1cccs1)NC(=O)Nc1ccc(Cl)c(Cl)c1 (stereo not drawn),9%,-3%,0%,12%,-4,?,0.0,-2,/
COc1cc(C(=O)OCC(=O)NC(C)CCc2ccccc2)cc(OC)c1OC (stereo not drawn),-2%[56.9 µM],4%,2%,-4%,-5,-3%,0.6,-1,-14%
O=C(Nc1ccccc1F)c1ccc(-c2cccc([N+](=O)[O-])c2)o1,29%,4%,-4%,-5%,-3,-3%,-0.6,-1,-16%
Cc1ccccc1COc1ccc(/C(O)=C2/C(=O)C(=O)N(CCCn3ccnc3)C2c2ccco2)cc1 (stereo not drawn),-17%,3%,4%,-9%,-2,10%,0.9,-3,-1%
CCC(COC(=O)Nc1ccccc1)NC(=O)OC(C)C (stereo not drawn),-14%,-1%,-5%,-10%,-10,?,0.5,-3,6%
O=C(NCCc1ccccc1)c1cnc(Cl)c(Cl)c1,6%,-3%,0%,-19%,-7,0%,-1.0,-2,-3%
Cc1ccc2nc(-c3cccc(NC(=O)c4cccc5c(Cl)cccc45)c3)oc2c1,17%,-1%,0%,5%,/,-4%,-1.3,-8,-9%
CC(=O)c1ccc(N2C(=O)NC3(CCCCC3)C2=O)cc1,-5%,5%,-5%,12%,-8,15%,-1.4,2,1%
O=C(Nc1ncc2c(n1)-c1ccccc1CC2)c1cccc(Cl)c1,4%,-3%,?,-5%,/,-23%,/,2,-2%
Cn1ccnc1SCC(=O)c1ccc([N+](=O)[O-])cc1,-32%,2%,-4%,-4%,0,?,0.0,-8,6%
Cc1ccccc1C(=O)Nc1ccc(S(=O)(=O)N2CCOCC2)cc1,-17%,-1%,2%,7%,3,/,0.2,-1,18%
CCc1cccc(NC(c2ccccc2)c2nnc(-c3ccccc3F)o2)c1 (stereo not drawn),7%,2%,0%,-5%,/,3%,0.2,2,4%
Cc1cn([C@H]2C[C@H](O)[C@@H](CNC/C=C/c3ccccc3[N+](=O)[O-])O2)c(=O)[nH]c1=O,/,-4%,1%,/,/,-6%,/,2,-3%
NNc1nc2sc3c(c2c(=O)[nH]1)CCc1ccccc1-3,-49%,-6%,-16%,-8%,1,35µM*,0.7,-13,3%
CCOc1ccc(NC(=O)CN(C)CC(=O)Nc2ccc(F)c(F)c2F)cc1OCC,-7%,4%,-1%,-5%,8,7%,-0.5,2,-6%
CCc1ccc2[nH]c(O)c(N=Nc3nc(-c4ccccc4)cs3)c2c1,10%[11.4 µM],11%,?,8%,-4,0%,3.3,-4,?

More entries.
molecule,RGS4 inh,Glioma ERSR ind,Vif-A3G inh,ERG-DNA inh,D2 antagonist,12-LOX inh,D2 ag,LDHA inh,Vif-A3F inh
CN(C1CCCCC1)S(=O)(=O)c1ccc2c(c1)c(=O)c(C(=O)N1CCN(c3ccc(F)cc3)CC1)cn2C,19%,-3%,5%,1%,/,-18%,0.2,-4,-6%
COc1cc2cc(C(=O)N(C)C3CCS(=O)(=O)C3)[nH]c2cc1OC (stereo not drawn),-33%[56.9 µM],-3%,0%,3%,10,-5%&1%,0.0,2&3,0%
CCCCn1c(CN2CCN(CCO)CC2)nc2ccccc21,9%,-2%,-4%,3%,-5,40%[activator],0.4,-3,/
Cc1ccc(-c2sc(C)nc2CC(=O)O)cc1,-29%,-1%,1%,-11%,/,1%,/,-4,-4%
CCCc1ccc2oc(C(=O)N(Cc3nccn3C)C(C)C)c(C)c2c1,-18%,-5%,1%,-6%,11,1%,0.1,1,5%
CCc1ccc(OCC(=O)Nc2cc(-c3ccc(C)cc3)no2)cc1,-13%,-3%,0%,-7%,/,-21%,-0.6,1,-7%
O=C(c1ccccc1)c1nn(-c2ccc(Cl)cc2)cc1C(=O)c1cc2ccccc2oc1=O,-53%,2%,0%,7%,-2,-19%,-0.2,2,-4%
Cc1ccc2oc(C(=O)Nc3ccc(S(=O)(=O)N4CCCCC4C)cc3)cc(=O)c2c1 (stereo not drawn),5%,-2%,3%,0%,/,6%,0.4,-11,1%
COc1ccccc1N(C)S(=O)(=O)c1ccc(C)c(C(=O)Nc2nccs2)c1,2%,-5%,1%,3%,1,-15%,0.6,0,3%
C=CCn1c(COc2cccc(C)c2)nnc1SC(C)C(=O)NC1CC1 (stereo not drawn),-7%,-5%,3%,5%,-37,358%[activator],0.4,-3,6%
CCOc1ccc(CN2CCN(Cc3cccn3-c3cccnc3)CC2CCO)cc1 (stereo not drawn),15%,-2%,2%,12%,2,-1%,1.7,1,?
O=C(O)CCC(=O)N1N=C(c2cccs2)CC1c1cn(-c2ccccc2)nc1-c1ccccc1 (stereo not drawn),4%,4%,-5%,-5%,8,3%,0.4,-4,-9%
Cc1[nH]c2ccccc2c1-c1nc2ccccc2[nH]c1=O,11%,12%,3%,12%,10,-24%,1.9,-11,-6%
COc1ccc(S(=O)(=O)N(CC(=O)NCc2ccc(C)cc2)c2ccc(Cl)cc2)cc1,-5%,-3%,-2%,-3%,/,-3%,3.9,1,2%
CCN(C(=O)CSc1n[nH]c(-c2ccccc2)n1)c1c(N)n(Cc2ccccc2)c(=O)[nH]c1=O,30%,1%,2%,-1%,-32,?,0.1,-5,0%
O=C(NN1C(=O)/C(=C/C=C/c2ccco2)SC1=S)c1ccccc1O,?,-1%,-10%,83%[activator],-22,13µM*,0.7,14,3%
O=C(N/N=C/c1ccccn1)c1cccs1,5%[56.9 µM],-1%,-1%,-4%,-10,3%,-1.2,-17,1%
Cc1ccc(Nc2nc3c(c(=O)[nH]c(=O)n3C)n2Cc2ccc(F)cc2)cc1,-6%,0%,-11%,-6%,-3,0%,-0.3,-2,-14%
COc1cccc(N2CCN(C(=O)Cn3ncc4c(=O)oc5ccccc5c43)CC2)c1,-4%,-1%,2%,-2%,/,-18%,-0.3,4,-21%
COc1ccc(N=C2NN=C(c3c(C)[nH]c4ccccc34)CS2)cc1,-19%,-3%,-24%,7%,24,?,-0.5,3,-1%

By substructure: those above with a COOH group
molecule,RGS4 inh,Glioma ERSR ind,Vif-A3G inh,ERG-DNA inh,D2 antagonist,12-LOX inh,D2 ag,LDHA inh,Vif-A3F inh
Cc1ccc(-c2sc(C)nc2CC(=O)O)cc1,-29%,-1%,1%,-11%,/,1%,/,-4,-4%
O=C(O)CCC(=O)N1N=C(c2cccs2)CC1c1cn(-c2ccccc2)nc1-c1ccccc1 (stereo not drawn),4%,4%,-5%,-5%,8,3%,0.4,-4,-9%

Continuation:
molecule,RGS4 inh,Glioma ERSR ind,Vif-A3G inh,ERG-DNA inh,D2 antagonist,12-LOX inh,D2 ag,LDHA inh,Vif-A3F inh
CCCCNC(=S)N(C)/N=C/c1ccccc1C(=O)O,1%,-2%,1%,-5%,-3,-20%,0.7,-4,0%
COc1ccc(C(=O)NCCCSc2ccccc2)cc1F,-2%,-2%,4%,0%,/,-1%,/,-5,2%
Cn1nc(OCC(=O)O)cc1C(F)(F)F,-1%,-3%,0%,18%,-21,0%,-0.9,-8,-6%
O=[N+]([O-])c1cc(Cl)ccc1Nc1ccccc1,-5%,-3%,-1%,-3%,-5,/,1.5,-1,-5%
COc1ccc(C(=O)Nc2ccc(-c3nnn(CC(=O)N4CCN(C(=O)c5ccco5)CC4)n3)cc2)cc1,?,-3%,-3%,8%,15,-12%,0.7,-5,0%
CCOP(=O)(O)c1cccc(OCCOCCOc2cccc(P(=O)(O)OCC)c2)c1,11%,-1%,3%,-1%,-22,3%,0.5,-1,2%
CSc1ccc(-c2nc3cccc(C)n3c2Nc2ccc3c(c2)OCO3)cc1,20%,2%,-4%,0%,/,?,0.4,2,-1%
Cc1cccc(C(=O)N[C@H](C(=O)NCCc2ccc(S(N)(=O)=O)cc2)C(C)C)c1,13%,-6%,1%,-7%,25,-3%,0.0,-8,-2%
Cc1cccc(C)c1NC(=O)C(NS(=O)(=O)c1ccc2c(c1)CCC(=O)N2)c1ccccc1 (stereo not drawn),-34%,-2%,-5%,6%,/,-28%,-0.2,-10,-1%
Cc1nc2ccc(NC(=O)c3ccc(C)c(S(=O)(=O)N4CCOCC4)c3)cc2s1,5%,0%,1%,-8%,8,-17%,-0.5,-1,0%
Cc1ccc(NC(=O)c2ccccc2)cc1,-1%,-3%,-1%,-5%,14,7%,-0.4,-6,-3%
O=S(=O)(c1ccccc1)N(CC(O)CN1CCOCC1)c1ccccc1 (stereo not drawn),4%,-1%,1%,1%,-13,5%,0.2,-4,1%
CCCNC(=O)c1ccc(N(Cc2ccccc2)S(C)(=O)=O)cc1,15%,-4%,-7%,-2%,/,13%,/,-1,4%
Cn1nc(C(=O)NCc2ccc(F)cc2)cc1C(=O)NCc1ccc(F)cc1,-7%,2%,-6%,-7%,-5,-26%,0.3,0,3%

Source: PubChem BioAssay
